Rpn11 block = Rpn11 (human) deubiquitinase inhibition. O00487. human 26S proteasome, Ub4-pepOG fluorescence polarization; 20S core pre-blocked with epoxomicin. calls only at 20 µM. 360,000 compounds, 0.59% hits;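 active = inhibition at 20 µM, scaled to each plate's controls, above about 33%, limit read from the data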
Target sequence (O00487 whole entry, looked up): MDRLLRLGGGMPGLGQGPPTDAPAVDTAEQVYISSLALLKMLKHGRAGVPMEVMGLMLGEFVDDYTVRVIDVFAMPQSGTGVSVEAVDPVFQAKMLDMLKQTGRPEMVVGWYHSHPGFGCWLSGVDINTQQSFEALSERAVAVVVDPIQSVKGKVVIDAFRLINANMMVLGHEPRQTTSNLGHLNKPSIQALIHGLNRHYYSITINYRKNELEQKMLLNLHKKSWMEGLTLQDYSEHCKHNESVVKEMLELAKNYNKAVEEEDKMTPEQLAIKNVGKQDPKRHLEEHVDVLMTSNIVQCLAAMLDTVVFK
DNMT1 inh = blocks human DNA methyltransferase DNMT1 | DNMT1 molecular beacon, Hinp1I cleavage, fluorescence | inhibition (reported as % activation of signal), % at 10 µM | 360,000 compounds, 0.83% hits | AID 588458; in the data active = inhibition above about 50%
MT1-MMP act inh = MT1-MMP (human) activation inhibition; GFP/RFP ratio change, % at 20 µM; HT1080 RFP-PRO-GFP cells, GFP/RFP ratio fluorescence, overnight; percent of plate control window, DMSO zero; P50281; 360,000 compounds, 0.061% hits;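 active = GFP/RFP ratio change of at least 30% with cell ATP level not reduced by more than half and red fluorescence within 50% of control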; also: strong numbers were not always called active
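Read-out: GFP/RFP fluorescence ratio; Test system: RFP-PRO-GFP reporter HT1080 cells; Compound dosing: single-point 20 µM compound, 1% DMSO; Times: overnight compound exposure at 37 °C.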
STEP inh = STEP (human) phosphatase inhibition | P54829 | recombinant STEP, OMFP fluorogenic substrate, fluorescence | inhibition, % at 20 µM | 360,000 compounds, 0.25% hits;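 active = inhibition at 20 µM, scaled per plate between control wells, above about 37%, limit read from the data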;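 also: 0% = DMSO with enzyme and substrate and 100% = substrate only without enzyme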
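System: STEP phosphatase, cell-free reaction; Buffer or medium: Bis-Tris pH 6.0 buffer with DTT, detergent; Incubation: 20 min at room temperature, dark; Measured by: fluorescence, 480/540 nm.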
Scp-1 inhibitor = blocks human Scp-1 phosphatase activity. AID 493091. inhibition, % at 20 µM. Recombinant Scp1, phosphopeptide, malachite green phosphate absorbance. Q9GZU7. 340,000 compounds, 0.88% hits;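 active = inhibition above about 50% at 20 µM, limit read from the data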;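 also: plate controls were DMSO wells with enzyme for no effect and wells lacking enzyme for full effect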
Target sequence (Q9GZU7 76-261 limits assumed): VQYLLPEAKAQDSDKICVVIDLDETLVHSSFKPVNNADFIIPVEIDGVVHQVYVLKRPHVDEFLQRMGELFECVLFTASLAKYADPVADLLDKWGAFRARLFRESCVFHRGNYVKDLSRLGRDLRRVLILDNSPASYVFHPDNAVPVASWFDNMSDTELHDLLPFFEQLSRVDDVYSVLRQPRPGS
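Test system – truncated SCP-1 phosphatase (76-261aa) · Reagent – Phosphorylated 17-residue peptide substrate · Incubation – 45 min room-temperature reaction, 5 min colour, 30 min stabiliser · Detection – colorimetric phosphate reagent with accelerator and stabiliser, absorbance at 630 nm · Measure – % inhibition at 20 µM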
NadD block = inhibitors of Staphylococcus aureus NadD | purified NadD enzyme, colorimetric absorbance read-out | inhibition, % at 20 µM | 360,000 compounds, 0.78% hits | AID 602399; in the data active = inhibition above about 26%; also: some compounds past the cut are filed as inactive
NRP1-CendR mod = alters CendR peptide binding to human NRP-1; AID 602438; 360,000 compounds, 0.85% hits; FAM-RPARPAR peptide binding to NRP-1, fluorescence polarization; inhibition, % at 25 µM;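 active = inhibition or corrected inhibition above about 18%, plus a signal ratio from 0.5 to 1.5, limit read from the data, passing the limit was not always enough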; also: strong numbers were not always called active
LMPTP block = LMPTP (human) inhibition; P24666; recombinant LMPTP-A, OMFP fluorogenic substrate, fluorescence intensity; inhibition, % at 20 µM; 360,000 compounds, 0.22% hits; AID 651560;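 active = compounds that cut the enzyme signal by at least half of the control window in the single-dose screen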;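 also: plate controls were DMSO wells with enzyme plus substrate for no effect and substrate without enzyme for full effect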
Target sequence (P24666 whole entry, looked up): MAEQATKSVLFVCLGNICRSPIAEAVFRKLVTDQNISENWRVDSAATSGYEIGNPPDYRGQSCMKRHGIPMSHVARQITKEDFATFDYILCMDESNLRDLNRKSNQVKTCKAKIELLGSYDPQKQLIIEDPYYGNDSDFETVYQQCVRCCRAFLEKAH
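test system = LMPTP-A | amount = 0.625 nM LMPTP-A final | reagent = fluorogenic phosphatase substrate OMFP at 400 µM final | incubation = 50 min at room temperature | benchmarks = no-enzyme low control, uninhibited high control | medium = Bis-Tris pH 6.0, DTT, detergent | signal = fluorescence intensity of OMFP turnover product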
SUMO1-SIM PPI = alters human SUMO1 binding to SIM partners; P63165; SUMO1 binding to a labelled peptide, TR-FRET, 1 h; inhibition, % at 20 µM; 360,000 compounds, 0.33% hits; AID 602429; in the data active = inhibition above about 37%
Target sequence (P63165 whole entry, looked up): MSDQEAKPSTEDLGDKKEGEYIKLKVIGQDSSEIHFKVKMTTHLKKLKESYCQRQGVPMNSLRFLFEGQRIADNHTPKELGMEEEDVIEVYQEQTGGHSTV
SKN-1 inh = blocks SKN-1 activity in C. elegans; C. elegans VP596 Pgst-4::GFP/RFP ratio, acrylamide-induced, 24 h; inhibition, % at 21.8 µM; 360,000 compounds, 0.49% hits; AID 624304;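 active = interference check ratio from 0.5 to 1.5 plus GFP to RFP signal ratio inhibition reaching or exceeding a fixed threshold, cut at about 30% in these data, passing the limit was not always enough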; also: some compounds called inactive have numbers as strong as hits
Starred values were filed as active, the others as inactive; i = inactive; · = no result given.

entry | SMILES | Rpn11 block | DNMT1 inh | MT1-MMP act inh | STEP inh | Scp-1 inhibitor | NadD block | NRP1-CendR mod | LMPTP block | SUMO1-SIM PPI | SKN-1 inh
1 | CC(=O)Nc1cccc(/C(C)=N/NS(=O)(=O)c2ccc(C)cc2)c1 | i | 4 | -2 | -2 | -3 | -1 | -1 | 0.2 | -3 | 7
2 | CCCN(CCC)c1cc(Cl)nc(N)n1 | i | -2 | 1 | -2 | -4 | -6 | 0 | -0.2 | 1 | 18
3 | COc1ccc(/C=N/N=C2/CC(C)(C)Cc3n[nH]c(=O)cc32)cc1 | i | -7 | -12 | -2 | -4 | -3 | 50* | 1.1 | -17 | 4
4 | COc1ccc(S(=O)(=O)Nc2nnc(CC(C)(C)C)s2)cc1 | i | 0 | 3 | 2 | -5 | -1 | -1 | -1.5 | 1 | 6
5 | CN1C=CC=C/C1=C1/N=C(c2ccccc2)OC1=O | i | 3 | 0 | -1 | 2 | 2 | 6 | 0.6 | -4 | -9
6 | CCOc1ccccc1C(=O)N(Cc1cccs1)C1CCS(=O)(=O)C1 (stereo not drawn) | i | 7 | 0 | -1 | -8 | -8 | 16 | -0.2 | 1 | 3
7 | CC(=O)c1sc(NC(=O)c2cc(-c3ccccc3)nn2-c2ccccc2)nc1C | i | -3 | 3 | -1 | -4 | 2 | 2 | 0.4 | 9 | -1
8 | CCOc1ccc2nc(SCC(=O)NC(=O)C(C)C)sc2c1 | i | 1 | -4 | -2 | -7 | -3 | -25 | -0.9 | -1 | -8
9 | COc1ccc(-c2c(C#Cc3ccsc3)c3cc(-c4ccc5cc[nH]c5c4)ccc3n2C)cc1 | i | 13 | -1 | -4 | -3 | 22 | -12 | 1.2 | 4 | -2
10 | CCN(Cc1ccncc1)C(=S)Nc1c(C)cccc1C | i | 2 | 1 | 0 | -2 | -2 | 13 | -2.7 | 2 | -1
11 | NS(=O)(=O)c1ccc(N/C=C/C(=O)c2ccc(Br)cc2)cc1 | i | -5 | -4 | 1 | -2 | 5 | -4 | -1.8 | -8 | 1
12 | CCc1ccc(NC(=O)CSC2=C(C#N)C(c3ccco3)C3=C(CCCC3=O)N2)cc1 (stereo not drawn) | i | -14 | -1 | -1 | -8 | 8 | 2 | 0.1 | -6 | 16
13 | CCCOc1ccccc1Cn1c(=O)oc2ccccc21 | i | 2 | -6 | 3 | -8 | 2 | -4 | 1.0 | 7 | -9
14 | O=c1c(-c2ccc(O)cc2)coc2c(C3O[C@H](CO)[C@@H](O)[C@H](O)[C@H]3O)c(O)ccc12 (stereo partly drawn) | i | -2 | -6 | -3 | -6 | 2 | 5 | -0.7 | 2 | -1
15 | O=C(NCc1ccc(Cl)cc1)C1CCCN1C(=O)Nc1ccc(F)cc1 (stereo not drawn) | i | 6 | -1 | 1 | -2 | 1 | 5 | 0.7 | 3 | -6
16 | Cc1c(C)c2ccc(OCC(=O)N[C@@H](Cc3ccccc3)C(=O)O)cc2oc1=O | i | -2 | -2 | -2 | -1 | 5 | -20 | -0.3 | 8 | 5
17 | O=C(CN1CCOCC1)Nc1ccc(OC(F)(F)F)cc1 | i | -1 | -1 | -2 | -6 | -3 | 6 | -3.4 | -1 | 14
18 | COC1=CC(=O)CC(C)C12Oc1cc(OC)cc(OC)c1C2=O (stereo not drawn) | i | 1 | -1 | 1 | -4 | 2 | 6 | -1.8 | 4 | 13
19 | COc1ccc(CN(C)CC(O)COc2ccc(C(=O)c3ccccc3)cc2)c(OC)c1OC (stereo not drawn) | i | -3 | 0 | -1 | 8 | -4 | -4 | 0.1 | 4 | -21
20 | Fc1ccc(CNCc2ccc3c(c2)OCO3)cc1 | i | -2 | -1 | -4 | -5 | -3 | -6 | -2.5 | 2 | -5
21 | N#CC1=C2SCC(O)(c3ccccc3)N2C(=O)CC1c1ccccc1F (stereo not drawn) | i | -5 | 17 | 2 | -17 | -9 | 6 | -0.7 | -19 | 4
22 | Cn1cc(C(=O)CCl)c2ccccc21 | i | 2 | -1 | 0 | -11 | 2 | -7 | -1.8 | 0 | 8
23 | CC1(C)NC(=O)N(CC(O)CN2CCCC2)C1=O (stereo not drawn) | i | -1 | 3 | -10 | -2 | 5 | 2 | -1.0 | -1 | -4
24 | Oc1cc(Nc2ccncc2)cc2cccnc12 | i | -4 | 4 | 3 | -14 | -2 | -12 | 56* | -32 | 5
25 | CCN(CC)C(=N)/C(C#N)=N/Nc1ccccc1 | i | -1 | 4 | 1 | -7 | 3 | 3 | -0.5 | -12 | -4

Rewritten with one line to a screen: five of the compounds above.
[15] O=C(NCc1ccc(Cl)cc1)C1CCCN1C(=O)Nc1ccc(F)cc1 (stereo not drawn)
[16] Cc1c(C)c2ccc(OCC(=O)N[C@@H](Cc3ccccc3)C(=O)O)cc2oc1=O
[17] O=C(CN1CCOCC1)Nc1ccc(OC(F)(F)F)cc1
[18] COC1=CC(=O)CC(C)C12Oc1cc(OC)cc(OC)c1C2=O (stereo not drawn)
[19] COc1ccc(CN(C)CC(O)COc2ccc(C(=O)c3ccccc3)cc2)c(OC)c1OC (stereo not drawn)
Compound	15	16	17	18	19
Rpn11 block	i	i	i	i	i
DNMT1 inh	6	-2	-1	1	-3
MT1-MMP act inh	-1	-2	-1	-1	0
STEP inh	1	-2	-2	1	-1
Scp-1 inhibitor	-2	-1	-6	-4	8
NadD block	1	5	-3	2	-4
NRP1-CendR mod	5	-20	6	6	-4
LMPTP block	0.7	-0.3	-3.4	-1.8	0.1
SUMO1-SIM PPI	3	8	-1	4	4
SKN-1 inh	-6	5	14	13	-21

Carrying on.
entry | SMILES | Rpn11 block | DNMT1 inh | MT1-MMP act inh | STEP inh | Scp-1 inhibitor | NadD block | NRP1-CendR mod | LMPTP block | SUMO1-SIM PPI | SKN-1 inh
26 | Cc1ccc(NC(=O)Nc2cccc(Cl)c2)c(C(=O)O)c1 | i | -1 | -2 | 1 | -5 | -3 | 9 | 0.5 | 6 | 14
27 | COc1ccccc1OCc1cc(C(=O)N2CCCC(OCc3cccnc3)C2)no1 (stereo not drawn) | i | -1 | 1 | 1 | -8 | 1 | -6 | -0.1 | 7 | -3
28 | CC1(C(=O)Nc2cccc(Oc3ccccc3)c2)CCN1Cc1ccccc1OC(F)F (stereo not drawn) | i | -4 | -12 | 1 | · | 6 | -16 | 6.1 | 3 | 0
29 | CC(=O)Nc1ccc2c3c(ccc([N+](=O)[O-])c13)CC2 | i | 1 | -4 | -3 | · | -5 | -6 | -1.0 | -23 | 13
30 | CC(C)(C)n1nc2c(c1NC(=O)c1ccccc1F)CS(=O)C2 (stereo not drawn) | i | 4 | -3 | -2 | -6 | 6 | -1 | -0.6 | 4 | 7
31 | COc1ccc(NC2CS(=O)(=O)CC2NCc2ccccc2)cc1 (stereo not drawn) | i | -2 | 0 | -3 | -10 | -4 | -4 | -0.2 | 0 | 50
32 | CN(C)S(=O)(=O)c1ccc(Cl)c(NC(=O)CN2CCN(Cc3ccc4c(c3)OCO4)CC2)c1 | i | -2 | 2 | 2 | -3 | -4 | -2 | 0.4 | -3 | -1
33 | COc1ccccc1N1CCN(C(=O)C2CCN(S(=O)(=O)c3ccc(F)cc3)CC2)CC1 | i | 2 | 9 | 1 | -1 | 4 | 7 | -0.8 | 0 | 23
34 | Cc1oc(=O)c(NC(=O)c2ccccc2)cc1C(N)=O | i | 2 | 5 | -1 | -5 | -5 | 20 | -1.2 | -16 | -5
35 | O=C(CN1C(=O)CSc2ccccc21)NC1CCCC1 | i | 3 | 1 | 1 | -8 | -4 | 4 | -0.3 | 2 | -2
36 | Cc1ccccc1S(=O)(=O)NC(=O)C1(C)CCN1C(=O)CC1CCCCC1 (stereo not drawn) | i | 7 | 6 | -1 | · | 5 | 17 | -2.6 | 2 | 10
37 | Cn1c(Cc2cccs2)nnc1SCC(=O)N1CCCc2ccccc21 | i | 10 | -1 | -1 | -8 | -2 | 16 | -1.0 | -3 | -2
38 | CCCS(=O)(=O)NC(=O)C1(C)CCCN(C(=O)c2cc(C)on2)C1 (stereo not drawn) | i | 2 | 0 | -1 | · | 1 | -15 | -0.6 | -5 | -1
39 | O=C1CN(C(=O)COc2ccc(F)cc2Cl)c2ccccc2N1 | i | -1 | -5 | 0 | 3 | -1 | -2 | -0.7 | -1 | -7
40 | CCOP(=O)(c1ccc(N(C)C)cc1)C(O)c1ccncc1 (stereo not drawn) | i | 1 | 1 | -1 | -8 | -1 | -1 | -0.6 | 3 | 3
41 | Cc1nn(Cc2ccccc2)c(C)c1NC(=O)CCCn1nc([N+](=O)[O-])c(Cl)c1C | i | -1 | 9 | -2 | -21 | 1 | 21 | -2.9 | -16 | 7
42 | CCC(C)(C)n1nnnc1C(c1cc2ccc(OC)cc2[nH]c1=O)N1CCc2ccccc21 (stereo not drawn) | i | -27 | -6 | -2 | -2 | 10 | -9 | 3.1 | -6 | 22
43 | C=CCn1c(SCC(=O)N(C)C)nc2sc3c(c2c1=O)CCC3 | i | 1 | 8 | -1 | -4 | -2 | -2 | -0.6 | -1 | 2
44 | Cc1cc(NC(=O)CNCC(c2ccccc2)N(C)C)c([N+](=O)[O-])cc1C (stereo not drawn) | i | -5 | -1 | -2 | -2 | -4 | 1 | -1.3 | -23 | 6
45 | Cn1nc(-c2ccccn2)nc2c(=O)n(C)c(=O)nc1-2 | i | 98* | -25 | 67* | -14 | -3 | 28* | 68* | 34 | -11
46 | CCNc1nc(NCC)nc(N/N=C/c2ccc(O)c(OC)c2)n1 | i | -3 | 6 | 0 | -13 | -6 | 1 | -1.1 | -2 | 7
47 | COc1ccc(COC(=O)N/N=C(\C)CC(=O)Nc2ccc(Cl)cc2)cc1 | i | -6 | -2 | -3 | -4 | 2 | 1 | 1.1 | 4 | 11
48 | CCn1c(SCC(=O)N(C)C2CCS(=O)(=O)C2)nnc1-c1ccccc1 (stereo not drawn) | i | 0 | 1 | -5 | 24 | -7 | -4 | -2.2 | -2 | 8
49 | CC1(C)CC(=O)C(/C=N/n2c(C(F)(F)F)nc3ccccc3c2=O)=C(O)C1 | i | 2 | 5 | 0 | -2 | 8 | -1 | -1.0 | -1 | -3
50 | CCCCn1c(N)c(N(C)C(=O)c2ccc(OCC3CCCO3)cc2)c(=O)[nH]c1=O (stereo not drawn) | i | 5 | 7 | -1 | -5 | -4 | 3 | -1.7 | 0 | 9
51 | Nc1ccc2nn(-c3cccc4ccccc34)nc2c1 | i | -39 | 1 | -3 | -12 | 19 | -8 | -0.8 | -6 | 27
52 | CCCCc1nnc(NC(=O)c2ccc(-n3cncn3)c([N+](=O)[O-])c2)s1 | i | 1 | -1 | 3 | -3 | 0 | 4 | 0.3 | -29 | 20
53 | O=C1c2ccccc2N2C(=O)c3ccccc3C2N1O (stereo not drawn) | i | 4 | 5 | 1 | -12 | 4 | 2 | -2.3 | -5 | 16
54 | C[C@@H](C(=O)NC1CCN(Cc2ccccc2)CC1)N1C(=O)N2CCc3c([nH]c4ccccc34)[C@@]2(C)C1=O | i | -8 | 1 | 0 | 10 | -1 | -14 | -1.2 | -3 | -2
